mcGAS RapidFire: blocks mouse cGAS cGAMP production. inhibition, % at 12.5 µM. recombinant mouse cGAS, cGAMP by RapidFire MS. Q8C6L5. hit rate 0.18% among 130,000;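 active means inhibition of cGAS enzyme activity at or above 60%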;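 further: enzyme stimulated by 45 bp dsDNA with ATP and GTP substrates; cGAMP share of summed cGAMP plus half ATP and half GTP signals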
Target sequence (Q8C6L5 whole entry, looked up): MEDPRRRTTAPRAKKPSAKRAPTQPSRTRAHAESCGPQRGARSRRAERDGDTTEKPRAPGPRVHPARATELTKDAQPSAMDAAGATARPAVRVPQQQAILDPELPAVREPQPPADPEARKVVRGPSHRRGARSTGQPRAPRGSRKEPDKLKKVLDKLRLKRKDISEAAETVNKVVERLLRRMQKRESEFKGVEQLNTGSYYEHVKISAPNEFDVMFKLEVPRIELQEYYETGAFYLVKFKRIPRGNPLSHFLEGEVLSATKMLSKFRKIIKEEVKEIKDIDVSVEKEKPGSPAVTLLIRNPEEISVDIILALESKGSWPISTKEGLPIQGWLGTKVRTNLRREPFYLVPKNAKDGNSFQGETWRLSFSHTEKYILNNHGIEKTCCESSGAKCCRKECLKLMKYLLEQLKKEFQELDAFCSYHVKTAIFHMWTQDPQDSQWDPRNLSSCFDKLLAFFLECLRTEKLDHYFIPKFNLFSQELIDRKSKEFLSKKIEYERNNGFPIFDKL
Starred values were filed as active, the others as inactive; & = joins results of further samples. The list is partial, so the mix of outcomes need not match the whole.

SMILES	mcGAS RapidFire
O=C(NCc1cccs1)c1cccn2c(=O)c3sccc3nc12	13
CC(c1ccc(S(C)(=O)=O)cc1)N(C)C(=O)Cc1ccccc1F (stereo not drawn)	2
O=C(Cn1cnc2c(nnn2Cc2ccc(Cl)cc2)c1=O)N1CCCc2ccccc21	6
CC(=O)c1c(C)oc2ccc(N(C(=O)c3ccncc3)S(=O)(=O)c3c(C)cc(C)cc3C)cc12	-4
CCOC(=O)c1ccccc1Nc1nnc(C(C)(C)C)c(=O)[nH]1	5
CCn1c(C2CCN(C(=O)CCc3c[nH]c4ccccc34)CC2)nn(C)c1=O	-30
Cc1cccc(C)c1NC(=O)c1ccccc1NC(=O)C(C)n1cncn1 (stereo not drawn)	-8
COc1cc2c3c(c1)C(SC(C)=N)(C1C(=O)CC(C)(C)CC1=O)C(=O)N3C(C)(C)C=C2C (stereo not drawn)	2
Cn1cc(S(=O)(=O)N(Cc2ccco2)c2cccc(F)c2)cc1C(N)=O	13
CC1(C)O[C@@H]2[C@@H](CO[C@@]3(COS(N)(=O)=O)OC(C)(C)O[C@@H]23)O1	-8&-5
O=C(c1ccc2cccnc2c1O)N1CCCC(CCc2ccc(F)cc2)C1 (stereo not drawn)	-55
COc1ccc(C(=O)Nc2c3c(nn2-c2ccccc2C)CS(=O)C3)cc1OC (stereo not drawn)	-6
O=[N+]([O-])C(CN1CCOCC1)C1=NCCC1 (stereo not drawn)	-4
CCOC(=O)Nc1snc(C)c1C(=O)OCC	-24
COc1ccc(Oc2ccc(C(=O)NCCc3cnc[nH]3)cc2)cc1	-19
COc1ccc2cc(C3CN(c4nccnc4C)CCO3)ccc2c1 (stereo not drawn)	-7
Cc1nc(Cl)c(N)c(Oc2ccc3cccnc3c2)n1	-5
O=C(Nc1cc(F)ccc1F)c1ccc(S(=O)(=O)N2CCOCC2)cc1	-4
CCOc1ccc(Br)cc1S(=O)(=O)Nc1ccc(F)cc1Cl	-7
O=C(O)c1ccc(-c2c[nH]c3ncc(-c4ccccc4)cc23)cc1C1CCCC1	-19

Part of the list above, with each value named:
> COc1ccc2cc(C3CN(c4nccnc4C)CCO3)ccc2c1 (stereo not drawn)
  mcGAS RapidFire: -7
> Cc1nc(Cl)c(N)c(Oc2ccc3cccnc3c2)n1
  mcGAS RapidFire: -5

(cont.)
SMILES	mcGAS RapidFire
O=c1[nH]nc(C(O)c2ccccc2)n1CC1CCCCC1 (stereo not drawn)	-8
COc1ccccc1-c1cc(C(=O)O)nc2c(-c3ccccc3)c(C)nn12	-5
CCOc1ccc(NC(=Nc2nc(C)cc(C)n2)NC(C)=O)cc1	1
c1cncc(OCCCNc2nc(-c3ccncc3)nc3c2CCNC3)c1	0
CCCCNCC(=O)N1c2ccccc2-n2cccc2C1c1cccc(Cl)c1 (stereo not drawn)	-7
O=C(O)C1(S(=O)(=O)c2ccc(Br)cc2)CCCC1	-9&25
Cc1cc(C)c(S(=O)(=O)N2CCNC(=O)CC2c2ccccc2)c(C)c1 (stereo not drawn)	-2
COc1ccc(F)c(CNS(=O)(=O)NCc2ccccc2)c1F	-1
CCC1CN(C)c2ccccc2CN1C(=O)c1ccc(F)c(S(=O)(=O)N2CCC2)c1 (stereo not drawn)	1
CN(C)C(C(=O)NCCS(=O)(=O)N(C)C)c1cccc(F)c1 (stereo not drawn)	-9
CC(C)(CN1CCc2ccccc2C1)NS(=O)(=O)c1ccccc1	-7
C=CCNC(=O)Cn1c(CO)cnc1SCc1c(F)cccc1Cl	-7
CCCCC(CCC#N)(CCC#N)C(C)=O	-3
Cc1ccc(C)c(OCCN(C)C(=O)C2CCCNCC2)c1C (stereo not drawn)	-8
Cc1ccc(S(=O)(=O)NCc2cc(=O)[nH]c3ccccc23)c(F)c1	-15
O=S(=O)(c1cc(F)ccc1N1CC[C@H](O)C1)C(F)(F)F	-7
CC(=O)Nn1cnc2c(cnn2C(C)(C)C)c1=O	-2
CC(C)c1cc(C2CCCN2C(=O)c2cnn3c2CCCC3)no1 (stereo not drawn)	-7
CC(C)CN1CCNC(=O)C1CC(=O)N(C)Cc1csc(C(C)C)n1 (stereo not drawn)	-21
Cn1c(O)c(ON2C(=O)c3ccccc3C2=O)n(-c2ccc(Br)cc2)c1=O	-15
CCCCCC(=O)NN=Cc1c[nH]c2ccccc12	0
CC(C)CC1(C)NC(=O)N(CC(=O)Nc2ccc(C#N)cc2)C1=O (stereo not drawn)	2
Cc1ccccc1-n1ncc(C(C)NC(=O)c2cccs2)c1C (stereo not drawn)	-10&0
Cc1nc(C(C)NC2CCN(CCc3ccccc3)CC2)n[nH]1 (stereo not drawn)	-3
O=C(OCc1cc(-c2ccccc2F)on1)c1c[nH]c2ccccc12	-3
CCCCOc1ccc(C(=O)Nc2cc3c(cc2Cl)OCCCO3)cc1	-5
O=C(NCc1cccc(F)c1)C(C1CCCC1)N1CCN(C(=O)c2ccc(Cl)c(Cl)c2)CC1 (stereo not drawn)	-4
CCc1[nH]c(C(=O)NC(C)c2ccccc2F)c(C)c1C(=O)OC (stereo not drawn)	-2
C=C(C)COc1cccc(C(=O)Nc2ncn[nH]2)c1	3
N#Cc1cc(NC(=O)C(=O)NCCc2nccs2)ccc1F	1
COc1cc(C=C2N=C(c3ccccc3F)OC2=O)cc(OC)c1OCC(N)=O	-4
O=C(c1ccccc1-c1ncc[nH]1)N1CCC2(CC1)C(=O)Nc1ccccc12	-28
CC(=O)N1CCN(CC(=O)Nc2cccc(-c3nnc4n3CCCCC4)c2)CC1	-2
Cc1ccccc1C(C)NC(=O)C1CCN(S(=O)(=O)c2ccc3c(c2)OCCCO3)CC1 (stereo not drawn)	0
CCOC(=O)c1sc(N(CC)C(=O)C2CC3CCC2C3)nc1C (stereo not drawn)	-1
O=C(OCc1ccccc1)[C@@H]1C[C@@H](O)CN1C(=O)c1cccnc1N1CCCC1c1ccncc1 (stereo partly drawn)	1
Cc1nc2n(n1)C(=O)C(C(c1ccccc1)N1CCc3ccccc3C1)S2 (stereo not drawn)	-8
CN(CCOc1ccccc1F)C(=O)c1ccc[nH]c1=O	1
O=S(=O)(N=C(c1ccccc1F)N1CCCCC1)c1ccccc1	-3
CCN1CCC(N(C)CCn2cncn2)C(C)C1 (stereo not drawn)	-2
CC(C)Oc1ccc(C(=O)Nn2cnc3c(cnn3C(C)(C)C)c2=O)cc1	-1
CCOC(=O)c1ccc(S(=O)(=O)NCc2ccc3c(c2)OCCO3)cc1	-5
CC1=CC[C@H](C2(C)CC(C(=O)O)=NO2)CC1=O (stereo partly drawn)	-4
CCCc1cnc(C)nc1-c1ccn[nH]1	-33
COc1cccc(CC2(CO)CCCN(C(=O)CCCc3ccc(Cl)cc3)C2)c1 (stereo not drawn)	-4
CCOc1ccc(C2NC(=O)NC3=C2C(=O)N(CC(OC)OC)C3)cc1 (stereo not drawn)	-5
CC1CCC(NC(=O)C(C)n2cncn2)CC1 (stereo not drawn)	-10
CCC(Cn1ccnc1-c1ccoc1)N1CCOCC1 (stereo not drawn)	-8
CCOc1ccc(C(c2c(O)cc(C)n(CCOC)c2=O)N2CCC(C)CC2)cc1 (stereo not drawn)	-6
CNc1ncccc1C(=O)N(Cc1ccc(SC)cc1)C1CC1	-20

Reformatted: 20 of the compounds above.
molecule | mcGAS RapidFire
CCc1[nH]c(C(=O)NC(C)c2ccccc2F)c(C)c1C(=O)OC (stereo not drawn) | -2
C=C(C)COc1cccc(C(=O)Nc2ncn[nH]2)c1 | 3
N#Cc1cc(NC(=O)C(=O)NCCc2nccs2)ccc1F | 1
COc1cc(C=C2N=C(c3ccccc3F)OC2=O)cc(OC)c1OCC(N)=O | -4
O=C(c1ccccc1-c1ncc[nH]1)N1CCC2(CC1)C(=O)Nc1ccccc12 | -28
CC(=O)N1CCN(CC(=O)Nc2cccc(-c3nnc4n3CCCCC4)c2)CC1 | -2
Cc1ccccc1C(C)NC(=O)C1CCN(S(=O)(=O)c2ccc3c(c2)OCCCO3)CC1 (stereo not drawn) | 0
CCOC(=O)c1sc(N(CC)C(=O)C2CC3CCC2C3)nc1C (stereo not drawn) | -1
O=C(OCc1ccccc1)[C@@H]1C[C@@H](O)CN1C(=O)c1cccnc1N1CCCC1c1ccncc1 (stereo partly drawn) | 1
Cc1nc2n(n1)C(=O)C(C(c1ccccc1)N1CCc3ccccc3C1)S2 (stereo not drawn) | -8
CN(CCOc1ccccc1F)C(=O)c1ccc[nH]c1=O | 1
O=S(=O)(N=C(c1ccccc1F)N1CCCCC1)c1ccccc1 | -3
CCN1CCC(N(C)CCn2cncn2)C(C)C1 (stereo not drawn) | -2
CC(C)Oc1ccc(C(=O)Nn2cnc3c(cnn3C(C)(C)C)c2=O)cc1 | -1
CCOC(=O)c1ccc(S(=O)(=O)NCc2ccc3c(c2)OCCO3)cc1 | -5
CC1=CC[C@H](C2(C)CC(C(=O)O)=NO2)CC1=O (stereo partly drawn) | -4
CCCc1cnc(C)nc1-c1ccn[nH]1 | -33
COc1cccc(CC2(CO)CCCN(C(=O)CCCc3ccc(Cl)cc3)C2)c1 (stereo not drawn) | -4
CCOc1ccc(C2NC(=O)NC3=C2C(=O)N(CC(OC)OC)C3)cc1 (stereo not drawn) | -5
CC1CCC(NC(=O)C(C)n2cncn2)CC1 (stereo not drawn) | -10

Additional compounds:
SMILES	mcGAS RapidFire
Cn1cc(CCCN2CCN(Cc3nccn3C(F)F)CC2)cn1	-43
Cc1ccc(F)c(NC2CCCN(C(=O)c3ccc(Cl)cc3)C2)c1 (stereo not drawn)	-7
CCc1ccc(C(C)Nc2c(C#N)c(=O)n(C)c(=O)n2C)cc1 (stereo not drawn)	-1
Cc1cc(-c2nnc(N)o2)n(C)n1	-26
O=C(CCC(=O)N1CCC(O)(Cn2ccnc2)CC1)NC1CCCC1	-11
CC1=C(C(=O)OCCOc2ccccc2)C(c2ccc(N(C)C)cc2)NC(=O)N1 (stereo not drawn)	-11

Assay outcomes as filed in PubChem.
